PfHsp40 rescue – rescue of yeast from PfHsp40 toxicity, primary screen, S. cerevisiae, ATP luminescence; S. cerevisiae expressing PfHsp40, growth rescue; growth rescue, % at 12.5 µM; actives 0.68% (n = 340,000); in the data active = growth rescue above about 28%, passing the limit was not always enough; inconclusive = no clear call, values can overlap the other calls;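 note: yeast W303a lacking pdr1 and pdr3 grown in galactose medium; growth measured after three days at 30 °C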
BoNT A protease – BoNT/A light chain protease inhibitors, primary screen, biochemical, flow cytometry, MLPCN library | multiplex microsphere protease substrate cleavage | actives 0.17% (n = 360,000) | AID 588499, 2011 | inhibition, % at 10 µM | Botulinum neurotoxin type A light chain protease (Clostridium botulinum A str. ATCC 3502); note: plate controls were buffer without enzyme for full effect and enzyme alone for no effect
PrPC TRFRET – inhibitors of human cell surface prion protein PrPC, primary screen, cell-based, TR-FRET. Major prion protein (Homo sapiens), P04156. TR-FRET read-out. inhibition, % at 13.8 µM. actives 0.43% (n = 370,000); in the data active = inhibition above about 24%; note: 0% = median of the test wells and 100% = reference compound wells
Anthrax LF prot – Bacillus anthracis LF protease inhibitors, primary screen, biochemical, multiplex microsphere, MLPCN library; actives 0.12% (n = 360,000); multiplex microsphere protease cleavage assay; inhibition, % at 10 µM; Lethal factor (Bacillus anthracis), P15917; AID 588501, 2011; note: plate controls were buffer without enzyme for full effect and enzyme alone for no effect
Target sequence (P15917 whole entry, looked up): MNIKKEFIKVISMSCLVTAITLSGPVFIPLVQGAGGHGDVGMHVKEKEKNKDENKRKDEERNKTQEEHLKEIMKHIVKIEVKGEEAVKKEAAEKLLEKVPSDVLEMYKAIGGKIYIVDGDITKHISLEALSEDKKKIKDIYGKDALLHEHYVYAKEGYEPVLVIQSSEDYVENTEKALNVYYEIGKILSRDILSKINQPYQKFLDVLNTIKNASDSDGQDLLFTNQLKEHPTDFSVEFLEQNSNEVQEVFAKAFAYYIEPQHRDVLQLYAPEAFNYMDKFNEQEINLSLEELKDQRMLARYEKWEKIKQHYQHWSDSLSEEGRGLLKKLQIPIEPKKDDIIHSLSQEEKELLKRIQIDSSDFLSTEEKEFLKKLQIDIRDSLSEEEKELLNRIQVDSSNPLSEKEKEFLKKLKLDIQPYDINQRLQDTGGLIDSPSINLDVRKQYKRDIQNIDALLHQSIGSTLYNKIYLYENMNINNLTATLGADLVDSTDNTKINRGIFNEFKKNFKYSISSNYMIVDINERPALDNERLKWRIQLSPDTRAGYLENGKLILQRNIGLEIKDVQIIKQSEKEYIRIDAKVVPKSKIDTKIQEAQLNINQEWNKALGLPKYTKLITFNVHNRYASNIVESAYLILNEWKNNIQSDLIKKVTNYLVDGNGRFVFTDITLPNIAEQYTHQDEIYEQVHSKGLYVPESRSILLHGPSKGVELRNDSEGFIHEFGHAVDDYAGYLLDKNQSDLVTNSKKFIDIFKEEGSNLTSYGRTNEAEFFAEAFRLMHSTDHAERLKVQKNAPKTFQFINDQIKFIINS
Yp Topo-I inh – Yersinia pestis topoisomerase I inhibitors, primary screen, biochemical, cleavage product accumulation, plate reader, single point; AID 504884, 2011; actives 0.064% (n = 360,000); Y. pestis Topo-I cleavage product accumulation; DNA topoisomerase I (Yersinia pestis CO92); activity, % at 10 µM; in the data active = activity above about 50%, passing the limit was not always enough; inconclusive = no clear call, values can overlap the other calls; note: inactives centre near 2
SARS 3CLpro inh – SARS-CoV 3CLpro protease inhibitors, primary screen, biochemical, quenched FRET. Replicase polyprotein 1ab (Severe acute respiratory syndrome coronavirus), P0C6X7. recombinant SARS-CoV 3CLpro, quenched FRET peptide cleavage. inhibition, % at 6 µM. actives 0.14% (n = 290,000); in the data active = inhibition above about 12%
PriA SSB inh – inhibitors of Klebsiella pneumoniae PriA binding to SSB C-terminal tail, primary screen, biochemical, AlphaScreen. PriA–SSB C-terminal tail interaction (Klebsiella pneumoniae). AlphaScreen SSBct-PriA binding, biotinylated peptide. inhibition, % at 33 µM. actives 0.6% (n = 430,000); in the data active = inhibition mostly above about 37%, no sharp cut-off; inactive = mostly below about 20%;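 note: plate controls were negative control peptide for no effect and reference peptide for full effect; strong numbers were not always called active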
TcdB GH inh – TcdB glycohydrolase inhibitors, primary screen, biochemical, single point, plate reader; TcdB glycohydrolase enzymatic assay; inhibition, % at 9.99 µM; actives 0.24% (n = 350,000); AID 652162, 2013; in the data active = inhibition above about 10%
BH1578 lux ind – inducers of Vibrio cholerae quorum light production without autoinducers, primary screen, BH1578 luxS cqsA deficient, single point | V. cholerae BH1578 lux reporter, luminescence, 6 h | activation, % at 18.7 µM | actives 0.16% (n = 350,000) | AID 588436, 2011; in the data active = activation mostly above about 9.7%, no sharp cut-off; inconclusive = no clear call, values can overlap the other calls; inactive = mostly below about 3.7%; note: not every result past the cut was called active; inactives centre near 0; reference of the scale not given here
An asterisk follows results filed as active; i = inactive; ? = inconclusive; . = no result given; & = joins results of further samples. Cut-off read from the data, not from the text of the source, unless noted: active = inhibition above about 30%; inconclusive = no clear call, values can overlap the other calls; inactive = below that. Not all compounds are listed; count on the stated rates, not on these rows.

smiles,PfHsp40 rescue,BoNT A protease,PrPC TRFRET,Anthrax LF prot,Yp Topo-I inh,SARS 3CLpro inh,PriA SSB inh,TcdB GH inh,BH1578 lux ind
N#CC12CNCC1CN=N2 (stereo unspecified),-0.3,-4.4,6,1,-4,-2,6,0.6,-0.6
Cc1ccc(S(=O)(=O)N2CCCCC2)cc1C(=O)OCC(=O)N1c2ccccc2NC(=O)C1(C)C,0.3,-0.7,-5,-5,1,.,-10,0.6,-0.8
CCOC(=O)c1cc(NC(=O)Nc2ccccc2Cl)c(C)nc1C,-1.1,0.1,7,-6,0,1,-29,-1.1,-0.4
CCc1ccc(NC(=O)N2CCC(c3ccccc3)C2)cc1 (stereo unspecified),0.4,-1.1,13,2,12,1,0,0.1,-0.7
CSCC[C@H](NC(=O)OC(C)(C)C)C(=O)N1CCC(C(=O)N[C@@H](Cc2c[nH]c3ccccc23)C(=O)O)CC1,0.5,-2.3,-2,11,7,-1,-13,-2.3,0.3
CCN(C(=O)CSc1nnc(Cc2cccc3ccccc23)n1N)C1CCS(=O)(=O)C1 (stereo unspecified),-1.0,-0.3,0,-1,1,6,-5,.,1.4
Cc1cc(C)c(S(=O)(=O)N2CCOCC2)c(C)c1N(C)S(=O)(=O)c1ccccc1,?,-0.1,10,2,23,8,13,0.5,-0.6
CCOc1ccc(NC(=S)N(CCc2ccncc2)C(C)C)cc1,0.6,0.5,4,-8,-3,-1,-1,0.5,7.4
O=C1c2ccccc2C(O)N1Cc1cccs1 (stereo unspecified),-0.1,0.6,-5,-1,-4,0,-13,1.5,-0.3
O=C(Cn1ccc2cc(S(=O)(=O)N3CCCCC3)ccc21)NCc1ccccc1F,-0.2,0.3,9,-1,26,1,-9,0.3,-2.1
CCOC(=O)C(CC)Sc1nnc(COc2ccc(C)cc2)n1-c1ccccc1 (stereo unspecified),11,0.4,2,-2,39,6,-25,.,i
CCOC(=O)c1cc(C)n(-c2ccccc2)c1C,-1.2,0.2,-4,-6,3,2,-10,-0.1,-0.1
S=C1SCN(Cc2ccccc2)CN1Cc1ccco1,.,1.5,-2,3,-2,.,.,0.8,-0.3
Cc1cccc(OCC(=O)O/N=C(\N)c2ccccn2)c1C,0.1,0.0,16,-5,3,-2,i,.,5.0
Clc1cccc(Cc2c(-c3ccco3)nc3c4ccccc4ccn23)c1,.,0.2,4,-2,.,.,.,2.6,.
Cc1cccc(NC(=O)CSc2n[nH]c(-c3ccncc3)n2)c1,-0.8,-0.4,1,-4,0,0,-11,-0.9,-0.2
COc1ccc2c(c1)c(=O)oc1cc(OCC(=O)NCC3CCC(C(=O)O)CC3)ccc12 (stereo unspecified),-0.3,-0.5,-2,5,-1,-4,2,0.1,-0.6
C/C(=N\Nc1ccccc1)c1c(O)cc(C)oc1=O,1.3,-0.8,3,-8,5,2,.,-1.0,-0.9
CCn1cc(C(=O)O)c(=O)c2cnc(N3CCN(C(=S)Nc4ccc(F)cc4)CC3)nc21,.,.,1,.,.,-3,0,0.8,.
CC(=O)c1ccc(NC(=O)CCC(=O)OCC(F)(F)C(F)F)cc1,0.2,?,2,1,0,1,-2,.,i

smiles,PfHsp40 rescue,BoNT A protease,PrPC TRFRET,Anthrax LF prot,Yp Topo-I inh,SARS 3CLpro inh,PriA SSB inh,TcdB GH inh,BH1578 lux ind
CC(NC(=O)c1cccnc1Sc1ccccc1)c1ccc(S(N)(=O)=O)cc1 (stereo unspecified),-0.1,-1.6,4,-5,6,-1,-5,1.4,3.6
COc1ccc(/C=C2/C(=O)ON=C2C)cc1Cl,0.6,-2.5,3,1,-4,1,-9,1.4,-13
COc1ccc(NC2CCCN(C(=O)Cn3ccc(C)n3)C2)cc1OC (stereo unspecified),-0.6,-3.0,-1,3,0,-1,-4,-0.4,i
CCc1cc(C(=O)Nc2ccccc2N2CCOCC2)sc1C,18,0.7,-2,-7,10,.,-6,-0.3,-0.3
CC1=C(C(=O)Nc2ccccc2)C2(CCCCC2)C(C#N)=C(SCC(N)=O)N1,0.0,0.4,-6,0,-5,-3,5,.,i
Cc1cc(C)nc(N/C(=N/S(=O)(=O)Cc2ccccc2)Nc2ccccc2)n1,-0.5,-0.3,3,0,11,-1,.,0.2,i
Clc1cccc(Cl)c1-c1noc(-c2ccno2)n1,0.9,.,0,.,-1,1,-9,1.3,i
CCCc1cc(=O)n2[nH]c(NCc3c(F)cccc3Cl)nc2n1,-0.1,-0.3,4,0,1,4,-7,.,-0.6
O=C(/C=C/c1ccco1)NC(=S)Nc1ccc(C(=O)O)cc1,2.6,-2.8,-13,-12,-5,-5,-6,-0.8,i
COC(=O)C1=CN(Cc2cccs2)C=C(C(=O)OC)C1c1cccc(Cl)c1,-0.5,0.3,6,-2,2,3,-31,.,4.3
COc1ccc(NS(=O)(=O)c2cc(NC(=O)COc3ccc(OC)cc3)ccc2N2CCOCC2)cc1,2.0,0.6,0,2,4,.,13,1.9,0.6
COc1ccc(Cc2c(O)[nH]c(=O)[nH]c2=O)c(OC)c1,-0.8,-1.3,-4,-4,5,-2,-6,-0.4,-0.4
CCOC(=O)c1csc(NC(=O)CSc2nnnn2-c2ccc(OCC)cc2)n1,-0.4,-0.5,-5,-1,20,0,-6,0.9,-1.9
CCOC(=O)c1cc(-c2ccc(C)cc2)n(CCC(=O)N2CCN(c3ccccn3)CC2)c1C,2.7,-1.3,-4,-2,7,-5,26,0.6,-0.2
CC(C)NC(NC(=O)/C=C/c1ccccc1)C(Cl)(Cl)Cl (stereo unspecified),-1.6,-1.0,0,-2,3,2,-19,1.8,-0.1
COc1ccc(Cc2c(-c3ccc(C#N)cc3)nc3c4ccccc4ccn23)c(C)c1,.,0.9,3,6,.,.,.,1.6,.
COc1ccc(OC)c(/C=N/n2c(-c3n[nH]c4c3CCC4)n[nH]c2=S)c1,-0.6,-2.6,-5,12,-2,3,.,4.3,-0.5
NC(=O)c1ccc(NCC2CCCO2)c([N+](=O)[O-])c1 (stereo unspecified),0.0,1.3,-38,-1,1,-4,3,0.8,-0.3
CC(SC1=NCCS1)C(=O)Nc1nnc(-c2ccc(F)cc2)s1 (stereo unspecified),-0.2,-0.3,-6,-6,2,1,-26,1.0,-0.2
Cn1nc(-c2ccccc2)c(C(=O)NC(C(=O)O)c2ccccc2)c1Cl (stereo unspecified),-1.0,-0.4,-4,-3,5,-1,-1,1.0,0.7

Limited to SARS 3CLpro inh, for two of the compounds above:
Structure	SARS 3CLpro inh
CC(=O)c1ccc(NC(=O)CCC(=O)OCC(F)(F)C(F)F)cc1	1
CC(NC(=O)c1cccnc1Sc1ccccc1)c1ccc(S(N)(=O)=O)cc1 (stereo unspecified)	-1

Other records
smiles,PfHsp40 rescue,BoNT A protease,PrPC TRFRET,Anthrax LF prot,Yp Topo-I inh,SARS 3CLpro inh,PriA SSB inh,TcdB GH inh,BH1578 lux ind
O=C(CN1CCN(c2nc(-c3ccc(F)cc3)cs2)CC1)NCc1ccc2c(c1)OCO2,7.0,-0.4,-1,-2,31,6,-8,.,-0.1
COc1ccc(N2CCN(CCCNC(=O)C3CCCN(S(=O)(=O)c4cnc[nH]4)C3)CC2)cc1 (stereo unspecified),-1.8,-1.7,-2,-7,-2,4,15,0.4,-0.2
CC1CC(C#N)N(N(C)C)C1=C(C#N)C#N (stereo unspecified),-0.9,0.6,-2,2,1,-2,-8,1.2,-0.7
Cc1cc(C)cc(N(CC(=O)NC2CCCCC2)C(=O)CNC(=O)c2ccco2)c1,-1.1,3.9,0,-13,10,1,-6,-0.3,-1.5
CC(O)CNCc1ccccc1C(F)(F)F (stereo unspecified),-0.9,0.4,-7,-4,1,3,-6,-0.1,i
O=C(CN1CCOCC1)n1c2ccccc2c2ccccc21,0.6,0.7,2,0,14,-2,-10,.,i
O=C(Nc1cccc(S(=O)(=O)N2CCOCC2)c1)c1cc(=O)[nH]c2ccccc12,-0.2,-1.0,4,-4,1,.,-11,2.2,-0.4
O=C(COc1cccnc1[N+](=O)[O-])Nc1cccc2ccccc12,-1.5,-0.1,.,-1,-13,.,-3,.,-0.3
C[C@]12C=CC(=O)C=C1CC[C@@H]1[C@@H]2CC[C@]2(C)C(=O)CC[C@@H]12,48*,0.6,4,-12,4,.,-7,0.7,-0.4
Cc1ccc(S(=O)(=O)NCc2ccccc2)cc1C(=O)N1CCN(c2ccccc2)CC1,0.8,-0.4,-3,-2,8,.,7,-3.3,-0.4
COc1ccc(C(CC(=O)O)NS(=O)(=O)c2ccc3c(c2)N(C(C)=O)CC(C)O3)cc1 (stereo unspecified),0.4,-5.3,1,-2,10,4,-8,-0.5,i
C=CCn1c(SCC(=O)NNC(=O)Nc2cccc(Cl)c2)nnc1-c1ccccc1,1.7,0.4,-7,-6,5,0,-16,-1.0,-0.3
O=C(CSc1nnc(Cn2c(=O)sc3ccccc32)n1-c1ccccc1)NCc1ccco1,-1.2,-0.1,-11,-6,6,0,3&2,1.6,-0.4
CSc1cccc(NC(=S)N(CCC(C)C)C2CCN(C(C)=O)CC2)c1,-1.2,-0.6,11,-8,12,-1,3,0.5,2.1
CCOc1ccccc1NC(=O)c1cnc(NS(=O)(=O)c2ccccc2)nc1,-0.7,-1.4,-1,-3,5,-4,-7,0.7,-0.3
CC1CCN(Cc2c(C(=O)N/N=C/c3cccc(C(F)(F)F)c3)nnn2-c2nonc2N)CC1,0.9,-0.1,-10,-2,6,-8,.,0.8,-0.5
CC(C)Cn1c(N)c(C(=O)NCc2cccs2)c2nc3ccccc3nc21,17,18,11,6,5,4,-46,.,-0.7
CCCC(=O)Nc1nc(C(=O)OCC)cs1,-1.4,0.1,-1,3,4,6,1,.,i
NC(=O)C1CCN(C(=O)C2CCN(C(=O)Nc3ccccc3)CC2)CC1,-0.1,-1.5,-10,-1,2,.,8,0.0,i
O=C1c2ccccc2C(=O)N1CC1=CCS(=O)(=O)C1,0.0,-0.7,-3,4,-1,-2,-8,.,i

smiles,PfHsp40 rescue,BoNT A protease,PrPC TRFRET,Anthrax LF prot,Yp Topo-I inh,SARS 3CLpro inh,PriA SSB inh,TcdB GH inh,BH1578 lux ind
CCN(c1ccccc1)S(=O)(=O)c1cc(NC(=O)COC(=O)C2CC2)ccc1Cl,-1.8,-0.7,-2,1,7,4,-7,1.7,i
Cc1ccc(NC(=O)c2sc(N)nc2-c2ccc([N+](=O)[O-])cc2)c(C)c1,-2.3,0.4,-7,-7,-2,-2,-23,1.2,-0.2
COc1ccc(/C=C2\SC(=S)N(NS(=O)(=O)c3ccccc3)C2=O)c(OC)c1,-0.1,-3.3,-9,29,6,4,2,2.0,-5.6
c1ccc2c(c1)nnn2CNc1nccs1,7.2,-0.8,7,1,-11,-1,-12,1.5,-0.4
[N-]=[N+]=CC(=O)C(Cc1ccccc1)N1C(=O)c2ccccc2C1=O (stereo unspecified),2.1,-0.1,-1,-4,-6,1,-7,.,i
Cc1nc(NC(=O)c2ccc(Br)o2)ccc1Br,-1.2,-3.8,0,-1,14,3,-16,0.1,-1.7
CCc1ccc(N2CC(C(=O)OCC(=O)c3c(N)n(CC(C)C)c(=O)n(C)c3=O)CC2=O)cc1 (stereo unspecified),.,-1.8,0,-4,-3,.,-12,2.9,i
